Sm TGR inh: inhibitors of Schistosoma mansoni thioredoxin glutathione reductase; AID 485364; purified TGR, DTNB reduction, TNB absorbance 405 nm; Q962Y6; 3% of 360,000 active; Potency, µM (doses to about 114 µM), for inactives: at the highest dose activity change, negative = inhibition, most hits filed as inhibitors; further: nearly all actives have a fitted effect of over 60% in size
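TGR 20 nM + NADPH 100 uM (dispensed conc.), cpd preinc 15 min RT; start with NADPH (500 uM addition) then DTNB (15 mM addition). Kinetic TNB absorbance, 405 nm filter. Four-parameter Hill fit across titration.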
Pf growth 96h: P. falciparum growth inhibition at 96 hour, primary screen for plastid delayed-death inhibitors. AID 504834. Potency, µM (doses to about 28.7 µM), for inactives: top-dose activity change, negative = inhibition, usual class: inhibitors. P. falciparum luciferase reporter growth, 96 h. 6.9% of 320,000 active
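Luminescence readout: decreased luciferase signal marks inhibited growth of reporter-expressing P. falciparum in infected red cells (2% hematocrit, 0.05% parasitemia final), exposed to compound two generations (96 h, 37 C, 5% CO2).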
TbPYK inhibitor: blocks Trypanosoma brucei pyruvate kinase; 0.12% of 410,000 active; TbPYK enzyme, Kinase-Glo Plus ATP luminescence, 45 min; AID 624173; Potency, µM (highest dose often 76.8 µM), for inactives: top-dose activity, negative = inhibition, actives largely listed as inhibitors; further: nearly all actives have a fitted effect of over 50% in size
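TbPYK + substrate in 50 mM TEA pH 7.2, 100 mM KCl, 10 mM MgCl2, 0.05% BSA, 0.01% Tween-20; cpd pinned; ADP 130 uM final; 45 min RT; Kinase-Glo Plus 10 min; luminescence endpoint.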
LmPK inhibitor: blocks Leishmania mexicana pyruvate kinase activity. Q27686. Potency, µM (titrated, usually from 57.5 µM), for the others: at the top dose activity change, negative = inhibition, usual class: inhibitors. 0.37% of 290,000 active. purified LmPK, Kinase-Glo ATP luminescence, 1 h. AID 1721
Target sequence (Q27686 whole entry, looked up): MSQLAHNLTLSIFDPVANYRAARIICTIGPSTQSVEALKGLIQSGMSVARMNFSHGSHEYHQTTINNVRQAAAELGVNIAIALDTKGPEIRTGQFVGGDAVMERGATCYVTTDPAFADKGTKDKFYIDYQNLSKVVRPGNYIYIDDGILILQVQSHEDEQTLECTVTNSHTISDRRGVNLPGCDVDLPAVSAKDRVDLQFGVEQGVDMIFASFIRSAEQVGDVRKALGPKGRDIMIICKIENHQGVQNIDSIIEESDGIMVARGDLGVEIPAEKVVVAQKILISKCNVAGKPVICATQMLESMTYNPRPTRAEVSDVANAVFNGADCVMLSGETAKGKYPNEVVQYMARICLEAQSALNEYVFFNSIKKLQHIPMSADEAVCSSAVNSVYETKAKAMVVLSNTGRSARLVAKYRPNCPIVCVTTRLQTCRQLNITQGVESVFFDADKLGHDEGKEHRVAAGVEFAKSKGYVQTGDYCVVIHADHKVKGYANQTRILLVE
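0.1 nM LmPK, 0.5 mM PEP, 0.1 mM ADP; 50 mM imidazole pH 7.2, 7 mM MgCl2, 50 mM KCl; 1 h RT. Kinase-Glo luminescence readout, normalized to no-enzyme (full inhibition) and uninhibited wells.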
Pf growth 48h: P. falciparum growth inhibition at 48 hours (one generation). 5.9% of 310,000 active. Potency, µM (series often up to 28.7 µM), for the others: top-dose activity change, negative = inhibition, most hits filed as inhibitors. P. falciparum luciferase growth in erythrocytes, 48 h. AID 504832
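First compound was added to culture medium, then infected red cells at 0.1% parasitemia and 2% hematocrit (final). After incubation at 37 C under 5% CO2, luciferase detection reagent was dispensed and light output recorded.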
HCV inhibitor: inhibitors of hepatitis C virus infection; Huh7.5.1 HCVcc-Cre infection, luciferase reporter, 44 h; Potency, µM (doses to about 41.8 µM), inactives show at the top dose activity change, negative = inhibition, actives largely listed as inhibitors; 3.4% of 340,000 active
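Cells seeded at 1,000/well and cultured 4 h, then compounds added followed by HCVcc-Cre virus (~0.5 moi). After 44 h further culture, luciferase substrate was added, plates held 15 min at room temperature, and luminescence read for 15 sec.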
* marks the source's active call; other numbers are inactive results; & = joins results of further samples; [ ] = remark or other dose. The call rests on the fitted dose curve; in most records, active means well fitted curve in the direction sought with a large enough effect; inconclusive means small, poorly fitted or top-dose-only effect, or another doubt; inactive means no such curve, though single readings can be large; an effect the other way counts as inactive or inconclusive. On the % scale 0 is the no-effect control and ±100 the full control effect; potency means the concentration at half of the fitted maximal effect.

Results for Cc1nn(C)cc1CNC(=O)Nc1ccc(Cl)c(Cl)c1 ?
Sm TGR inh: -1.3%; Pf growth 96h: -33.0%; TbPYK inhibitor: -5.2%; LmPK inhibitor: 5.8%; HCV inhibitor: -1.9%

What do the screens show for `Cc1ccc(NC(=O)CN(C)C(=O)c2ccccc2Cc2ccccc2)cc1`?
Sm TGR inh: 6.0%; Pf growth 96h: inconclusive; TbPYK inhibitor: 6.8%; Pf growth 48h: inconclusive; HCV inhibitor: inconclusive

What do the screens show for `CCOCCCNC(=O)C1CCN(C(=O)Nc2ccc(C)cc2)CC1`?
Sm TGR inh: 1.5%; Pf growth 96h: -2.8%[5.75 µM]; TbPYK inhibitor: -7.7%; LmPK inhibitor: -12.6%; Pf growth 48h: 1.7%; HCV inhibitor: -6.0%

What do the screens show for `CCOC(=O)C1(CC2CCCCO2)CCN(S(=O)(=O)c2ccccc2)CC1` (stereo not given)?
Sm TGR inh: 0.0%; Pf growth 96h: inconclusive; TbPYK inhibitor: -4.2%; LmPK inhibitor: 0.6%; Pf growth 48h: inconclusive; HCV inhibitor: -6.1%

What do the screens show for `CC(Sc1nnc(CC(C)c2ccccc2)n1N)C(N)=O` (stereo not given)?
Sm TGR inh: 1.5%; Pf growth 96h: 3.7%; TbPYK inhibitor: -10.2%; LmPK inhibitor: 10.4%; Pf growth 48h: 0.0%; HCV inhibitor: 10.1%

What do the screens show for `COc1ccccc1NC(=O)COC(=O)COc1ccccc1F`?
Sm TGR inh: inconclusive; Pf growth 96h: 3.0%; TbPYK inhibitor: 0.0%; Pf growth 48h: -7.2%; HCV inhibitor: 1.9%

What do the screens show for `Nc1n[nH]c(N)c1N=Nc1ccccc1`?
Sm TGR inh: -1.8%; Pf growth 96h: -12.0%; TbPYK inhibitor: 7.6%; LmPK inhibitor: 6.8%; Pf growth 48h: 22.3%; HCV inhibitor: 16.6%

How did COc1ccc(OCc2cccc(C(=O)Nc3ccc(CN4CCCCC4)cc3)c2)cc1 do in these assays?
Sm TGR inh: 2.3%; Pf growth 96h: inconclusive; TbPYK inhibitor: 3.2%; LmPK inhibitor: 1.0%; Pf growth 48h: inconclusive; HCV inhibitor: -27.3%

Results for N#Cc1nc(Cc2cccc3ccccc23)oc1N1CCOCC1 ?
Sm TGR inh: -21.2%; Pf growth 96h: 2.08µM*; TbPYK inhibitor: -0.6%; LmPK inhibitor: 7.4%; Pf growth 48h: inconclusive; HCV inhibitor: -13.9%

How did O=C(CSc1nc2nc(-c3cccs3)cc(C(F)(F)F)c2c(=O)[nH]1)Nc1c(F)c(F)c(F)c(F)c1F do in these assays?
Sm TGR inh: 5.7%; Pf growth 96h: 11.9%; TbPYK inhibitor: 4.4%; LmPK inhibitor: 3.4%; Pf growth 48h: 2.3%; HCV inhibitor: 10.4%

How did O=C1NC[C@H](c2ccccc2)N(CCc2cc(C(F)(F)F)cc(C(F)(F)F)c2)C1=O do in these assays?
Sm TGR inh: -1.8%; Pf growth 96h: inconclusive; TbPYK inhibitor: -5.8%; LmPK inhibitor: 3.3%; Pf growth 48h: inconclusive; HCV inhibitor: -14.4%

How did CCOC(=O)C1(CC2CCCCO2)CCN(Cc2ccccc2-c2ccco2)CC1 (stereo not given) do in these assays?
Sm TGR inh: 39.8µM*; Pf growth 96h: 6.6%; TbPYK inhibitor: 0.3%; LmPK inhibitor: -2.4%; Pf growth 48h: inconclusive; HCV inhibitor: inconclusive

Results for CC(=O)N(CCN1CCOCC1)Cc1cc2cc3c(cc2nc1Cl)OCO3 ?
Sm TGR inh: 8.3%; Pf growth 96h: 15.7%; TbPYK inhibitor: 3.1%; LmPK inhibitor: 4.9%; Pf growth 48h: inconclusive; HCV inhibitor: 3.5%

What do the screens show for `O=C(Cn1nnc(-c2ccccc2)n1)NCc1ccc2c(c1)OCO2`?
Sm TGR inh: -1.9%; Pf growth 96h: inconclusive; TbPYK inhibitor: -3.6%; LmPK inhibitor: 0.3%; Pf growth 48h: 17.9%; HCV inhibitor: 0.8%

Results for O=C(O)CC(NC(=O)C12CC3CC(CC(C3)C1)C2)c1cccc([N+](=O)[O-])c1 (stereo not given) ?
Sm TGR inh: 6.6%; Pf growth 96h: 1.6%; TbPYK inhibitor: 1.6%; LmPK inhibitor: 2.0%; Pf growth 48h: -13.1%; HCV inhibitor: 19.9%

What do the screens show for `O=C(CCNC(=O)c1ccco1)NC(Cc1c[nH]c2ccccc12)C(=O)O` (stereo not given)?
Sm TGR inh: 0.5%; Pf growth 96h: 36.3%[activator]; TbPYK inhibitor: 2.8%; Pf growth 48h: 4.9%; HCV inhibitor: 6.4%

How did Fc1cccc(/C=N/Nc2ccccn2)c1 do in these assays?
Sm TGR inh: -3.6%; Pf growth 96h: 172.2%[activator]; TbPYK inhibitor: 6.2%; LmPK inhibitor: -17.1%; Pf growth 48h: 278.3%[activator]; HCV inhibitor: inconclusive

How did COc1cccc(CNC(=O)C2CCN(c3cnccn3)CC2)c1 do in these assays?
Sm TGR inh: 2.3%; Pf growth 96h: inconclusive; TbPYK inhibitor: 6.2%; LmPK inhibitor: -2.1%; Pf growth 48h: 11.1%; HCV inhibitor: 30.0%[activator]

What do the screens show for `COC(=O)c1ccccc1NC(=O)CN(c1c(C)cccc1C)S(C)(=O)=O`?
Sm TGR inh: -6.8%; Pf growth 96h: inconclusive; TbPYK inhibitor: 3.7%; LmPK inhibitor: 2.0%; Pf growth 48h: 271.3%[activator]; HCV inhibitor: 11.8%

How did CCN(C1CCS(=O)(=O)C1)S(=O)(=O)c1cc(C)ccc1C (stereo not given) do in these assays?
Sm TGR inh: -1.4%; Pf growth 96h: inconclusive; TbPYK inhibitor: -3.0%; Pf growth 48h: 51.8%[activator]; HCV inhibitor: -10.7%

How did COC(=O)NC(NC(=S)Nc1cccc(C)c1)C(Cl)(Cl)Cl (stereo not given) do in these assays?
Sm TGR inh: 8.6%; Pf growth 96h: -22.1%; TbPYK inhibitor: -6.0%; LmPK inhibitor: -3.1%; Pf growth 48h: inconclusive; HCV inhibitor: -15.8%

How did CCN(C(=O)COC(=O)c1ccco1)c1c(N)n(Cc2ccccc2)c(=O)[nH]c1=O do in these assays?
Sm TGR inh: 6.0%; Pf growth 96h: 53.7%[activator]; TbPYK inhibitor: -14.7%; Pf growth 48h: 11.6%; HCV inhibitor: 30.8%[activator]

What do the screens show for `O=C(CSc1nnc(-c2ccccn2)n1Cc1ccccc1)Nc1ccc2c(c1)OCO2`?
Sm TGR inh: -25.5%; Pf growth 96h: 0.2%; TbPYK inhibitor: 5.2%; LmPK inhibitor: 8.5%; Pf growth 48h: -20.6%; HCV inhibitor: -24.6%&-29.4%

How did COc1ccc(Cl)cc1NC(=O)CN(C)C(=O)Cc1n[nH]c(=O)c2ccccc12 do in these assays?
Sm TGR inh: 0.0%; Pf growth 96h: -12.7%; TbPYK inhibitor: 0.0%; Pf growth 48h: -0.8%; HCV inhibitor: inconclusive

What do the screens show for `CCOc1ccccc1OCCOc1ccc(F)cc1`?
Sm TGR inh: 15.0%; Pf growth 96h: 58.1%[activator]; TbPYK inhibitor: 0.6%; LmPK inhibitor: -0.9%; Pf growth 48h: 12.3%; HCV inhibitor: -8.6%

How did Brc1ccccc1Cn1c(-c2cncs2)nc2ccccc21 do in these assays?
Sm TGR inh: -14.7%; Pf growth 96h: 4.7%; TbPYK inhibitor: -1.7%; LmPK inhibitor: 7.8%; HCV inhibitor: -15.2%

What do the screens show for `O=C(NNS(=O)(=O)c1ccccc1)C1CC(c2cccnc2)=NO1` (stereo not given)?
Sm TGR inh: 0.4%; Pf growth 96h: 0.7%; TbPYK inhibitor: -3.4%; LmPK inhibitor: -4.1%; Pf growth 48h: inconclusive; HCV inhibitor: 15.1%

How did CC(C)(C)c1csc(Sc2ncccc2[N+](=O)[O-])n1 do in these assays?
Sm TGR inh: -15.9%; Pf growth 96h: -3.7%; TbPYK inhibitor: -2.3%; LmPK inhibitor: -0.8%; Pf growth 48h: inconclusive; HCV inhibitor: -10.4%

Results for COc1ccc(NC(=O)NNC(=O)COc2ccc3cc(Br)ccc3c2)cc1 ?
Sm TGR inh: 0.0%; Pf growth 96h: 210.6%[activator]; TbPYK inhibitor: -11.7%; LmPK inhibitor: 4.1%; Pf growth 48h: 54.5%[activator]; HCV inhibitor: 22.9%

Results for CCOC(=O)c1c(NC(=O)CSc2nnc(N)s2)sc(C)c1-c1ccc(C)cc1 ?
Sm TGR inh: -8.4%; Pf growth 96h: 10.4µM*; TbPYK inhibitor: 5.6%; LmPK inhibitor: 6.9%; Pf growth 48h: inconclusive; HCV inhibitor: 25.1µM*

How did Cc1ccc(NC(=O)CN(C)CC(=O)N(C)Cc2ccccc2)cc1 do in these assays?
Sm TGR inh: -3.4%; Pf growth 96h: 31.8%[activator]; TbPYK inhibitor: 0.0%; Pf growth 48h: inconclusive; HCV inhibitor: 1.7%

How did COc1ccc(S(=O)(=O)N2CCN(c3ccccc3)CC2)cc1C(=O)N1CCCC1 do in these assays?
Sm TGR inh: 0.0%; Pf growth 96h: 4.9%; TbPYK inhibitor: 5.1%; LmPK inhibitor: 1.2%; Pf growth 48h: inconclusive

Results for O=S(=O)(c1ccc(Br)s1)N1CCNCC1 ?
Sm TGR inh: 0.0%; Pf growth 96h: 114.8%[activator]; TbPYK inhibitor: -4.4%; LmPK inhibitor: 2.1%; Pf growth 48h: inconclusive; HCV inhibitor: 13.7%

What do the screens show for `COc1cccc(Nc2nc(-c3sc(NC(=O)c4ccccc4)nc3C)cs2)c1`?
Sm TGR inh: -1.2%; Pf growth 96h: 4.15µM*; TbPYK inhibitor: -21.6%; LmPK inhibitor: -1.9%; Pf growth 48h: 5.22µM*; HCV inhibitor: -18.7%

What do the screens show for `C=COCCNC(=O)C1CC(=O)N(c2ccc(C)cc2)C1` (stereo not given)?
Sm TGR inh: 14.2%; Pf growth 96h: -8.4%; TbPYK inhibitor: 2.2%; LmPK inhibitor: -2.7%; Pf growth 48h: 22.1%; HCV inhibitor: -26.1%

What do the screens show for `Cc1ccc(S(=O)(=O)N2CCC(C(=O)OCC(=O)N3CCc4ccccc43)CC2)cc1`?
Sm TGR inh: -1.6%; Pf growth 96h: -11.2%; TbPYK inhibitor: 3.3%; LmPK inhibitor: 1.3%; Pf growth 48h: 14.2%; HCV inhibitor: 4.0%

Nothing new here: 4 of the compounds above.
Results for O=S(=O)(c1ccc(Br)s1)N1CCNCC1 ?
Sm TGR inh: 0.0%; Pf growth 96h: 114.8%[activator]; TbPYK inhibitor: -4.4%; LmPK inhibitor: 2.1%; Pf growth 48h: inconclusive; HCV inhibitor: 13.7%

What do the screens show for `COc1cccc(Nc2nc(-c3sc(NC(=O)c4ccccc4)nc3C)cs2)c1`?
Sm TGR inh: -1.2%; Pf growth 96h: 4.15µM*; TbPYK inhibitor: -21.6%; LmPK inhibitor: -1.9%; Pf growth 48h: 5.22µM*; HCV inhibitor: -18.7%

What do the screens show for `C=COCCNC(=O)C1CC(=O)N(c2ccc(C)cc2)C1` (stereo not given)?
Sm TGR inh: 14.2%; Pf growth 96h: -8.4%; TbPYK inhibitor: 2.2%; LmPK inhibitor: -2.7%; Pf growth 48h: 22.1%; HCV inhibitor: -26.1%

What do the screens show for `Cc1ccc(S(=O)(=O)N2CCC(C(=O)OCC(=O)N3CCc4ccccc43)CC2)cc1`?
Sm TGR inh: -1.6%; Pf growth 96h: -11.2%; TbPYK inhibitor: 3.3%; LmPK inhibitor: 1.3%; Pf growth 48h: 14.2%; HCV inhibitor: 4.0%
